Assay outcomes deposited in PubChem by Sanford-Burnham Center for Chemical Genomics.
PfG6PD inh: PfG6PD (Plasmodium falciparum) enzyme inhibition; PfGluPho enzyme, NADPH resazurin-diaphorase fluorescence; inhibition, % at 20 µM; actives 0.78% (n = 350,000); AID 504690;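 active means inhibition reaching at least a set limit at 20 µM in the primary screen, cut at about 59% in these data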;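 further: 0% = DMSO wells with substrate and 100% = DMSO wells lacking glucose-6-phosphate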
SENP8 block-1: SENP8 (human) protease inhibition; Q96LD8; recombinant SENP8, Nedd8 substrate fluorescence; inhibition, % at 20 µM; actives 0.64% (n = 360,000); AID 602440; in the data active means inhibition mostly above about 40%, no sharp cut-off; inactive means mostly below about 27%
SENP7 block: blocks the human protease SENP7 | recombinant SENP7, Z-RLRGG-aminoluciferin luminescence, 40 min | actives 1.5% (n = 330,000) | Q9BQF6 | inhibition, % at 5 µM;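 active means inhibition above about 50% at the single test dose, limit read from the data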;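 further: plate controls were DMSO with enzyme for no effect and no enzyme buffer wells for full effect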
Target sequence (Q9BQF6 706-1050 limits assumed): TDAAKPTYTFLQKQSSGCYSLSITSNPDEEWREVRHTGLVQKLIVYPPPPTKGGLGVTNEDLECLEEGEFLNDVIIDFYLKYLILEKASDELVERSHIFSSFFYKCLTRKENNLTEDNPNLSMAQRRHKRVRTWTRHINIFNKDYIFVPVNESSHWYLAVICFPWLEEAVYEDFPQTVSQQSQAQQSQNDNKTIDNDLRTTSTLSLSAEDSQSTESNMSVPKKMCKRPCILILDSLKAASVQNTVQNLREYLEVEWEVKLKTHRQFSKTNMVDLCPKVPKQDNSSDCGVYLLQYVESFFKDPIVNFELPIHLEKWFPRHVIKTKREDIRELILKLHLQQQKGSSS
SENP6 inh: inhibitors of human SENP6 protease. AID 2599. actives 1.8% (n = 330,000). Recombinant SENP6 catalytic domain, aminoluciferin luminescence. inhibition, % at 10 µM. Q9GZR1;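 active means inhibition above about 50% at the single tested dose, limit read from the data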;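 further: plate controls were DMSO wells with enzyme for no effect and DMSO wells lacking enzyme for full effect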
Target sequence (Q9GZR1 628-1112 limits assumed): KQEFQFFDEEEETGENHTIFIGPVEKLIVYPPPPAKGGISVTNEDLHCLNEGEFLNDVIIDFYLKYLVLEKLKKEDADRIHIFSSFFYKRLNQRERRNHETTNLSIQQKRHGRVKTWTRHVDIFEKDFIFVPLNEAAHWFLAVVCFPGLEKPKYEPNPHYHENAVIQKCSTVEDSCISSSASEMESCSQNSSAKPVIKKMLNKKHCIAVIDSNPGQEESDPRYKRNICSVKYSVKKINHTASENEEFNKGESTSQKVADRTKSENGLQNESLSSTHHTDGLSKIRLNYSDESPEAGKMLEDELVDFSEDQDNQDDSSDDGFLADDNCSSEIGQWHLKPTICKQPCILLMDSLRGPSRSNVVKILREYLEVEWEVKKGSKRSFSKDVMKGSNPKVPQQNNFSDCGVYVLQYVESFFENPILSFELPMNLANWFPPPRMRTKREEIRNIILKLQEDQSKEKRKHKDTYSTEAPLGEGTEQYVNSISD
SENP1 inh: blocks the human SENP1 SUMO protease catalytic domain; actives 0.21% (n = 360,000); inhibition, % at 10 µM; recombinant SENP1 catalytic domain, CyPet-SUMO1-YPet FRET cleavage;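 active means inhibition at least 30% at 10 µM, raw YFP signal under a set limit, fluorescence ratio 0.5 to 1.5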;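 further: 0% = enzyme with DMSO and 100% = no enzyme wells; some results filed as inactive read as strong as hits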
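Test system: human SENP1 catalytic domain; medium: Tris pH 8 buffer plus EDTA, NaCl, BME, BSA, NP40, catalase; incubation: 50 min reaction at room temperature; technique: FRET, CFP and YFP emission; controls: no-enzyme low control and enzyme-plus-DMSO high control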
SENP8 block-2: SENP8 protease inhibition. inhibition, % at 10 µM. AID 2540. actives 1.2% (n = 330,000). Q96LD8. purified SENP8, Z-RLRGG-aminoluciferin cleavage, luminescence; in the data active means inhibition above about 50%
HKDC1 inh: inhibitors of human hexokinase HKDC1. inhibition, % at 20 µM. AID 493160. recombinant HKDC1, G6PDH/diaphorase resazurin coupled fluorescence. actives 0.16% (n = 340,000);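 active means inhibition above about 35% when tested at 20 µM, limit read from the data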;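 further: plate controls were DMSO wells with enzyme for no effect and DMSO wells lacking enzyme for full effect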
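Test system: recombinant HKDC1 (HK5) hexokinase enzyme, produced in-house; Amount: enzyme 5 µg/mL final; Buffer or medium: Tris pH 8.0 buffer with MgCl2, Tween-20, BSA, BME; Reagent: glucose and ATP substrates; Doses: 20 µM test compound, 1% DMSO; Incubation: 90 min reaction incubation at room temperature, dark; Detection: resorufin fluorescence at 613 nm.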
Apaf1 inhib: human Apaf-1 inhibition. actives 0.71% (n = 330,000). AID 489030. reconstituted apoptosome caspase-3 activity, DEVD-Rh110 fluorescence. O14727. inhibition, % at 20 µM; active means inhibition of at least 40% at 20 µM;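 further: plate controls were DMSO wells for no effect and DEVD-CHO caspase inhibitor wells for full effect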
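System: reconstituted apoptosome with Apaf-1, cytochrome c, caspase-9, procaspase-3, dATP; Signal: Rh110 fluorescence intensity; Schedule: 30 min compound preincubation, 50 min activation, room temperature; Reagent: cytochrome c trigger plus (Z-DEVD)2-Rh110 caspase-3 substrate.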
* marks the source's active call; other numbers are inactive results.

cpd	Structure	PfG6PD inh	SENP1 inh	SENP7 block	HKDC1 inh	SENP8 block-2	SENP6 inh	SENP8 block-1	Apaf1 inhib
1	N#Cc1ccc(-c2ccc(F)cc2)nc1Sc1ccc(F)cc1	6	2	-1	1	-3	-27	-51	-5
2	CCn1c(SCC(=O)N2CCOCC2)nc(O)cc1=O	8	0	-14	-6	-12	-1	13	5
3	NC(=O)NOCc1ccccc1F	8	3	5	-13	-4	-9	9	-3
4	Cn1nc(-c2ccccc2)cc1NC(=O)C1CCCCC1	1	1	-10	3	-5	-1	5	4
5	C=CC[C@@H](CC(=O)N(CCO)Cc1ccccc1)C(=O)N[C@@H](COC(=O)[C@H](CC=C)CC(=O)OC(C)(C)C)Cc1c[nH]c2ccccc12	26	-1	4	1	4	4	6	24
6	COC(=O)C1=CN(c2cccc(C)c2)C=C(C(=O)OC)C1c1cc(OC)c(O)c([N+](=O)[O-])c1	1	0	0	12	1	8	5	25
7	COc1ccc(CC(=O)Nc2ccc(OC)c(NC(=O)c3ccco3)c2)cc1	-16	-1	-1	9	-4	-5	-4	-1
8	O=[N+]([O-])c1ccc(CN2CCN(c3ccc(F)cc3)CC2)o1	-5	-1	-4	-2	7	20	12	-8
9	O=[N+]([O-])c1ccccc1/C=N/n1c(-c2ccccc2)n[nH]c1=S	47	-4	-13	0	-10	-21	-9	8
10	CN1CCN(c2nc3c(c(=O)n(C)c(=O)n3C)n2Cc2ccccc2F)CC1	0	0	-18	-6	-7	2	7	9
11	Cc1nc(Nc2ccccc2)sc1C(=O)c1ccc(F)cc1	2	-4	4	2	-3	-36	-9	11
12	Cc1csc(NC(=O)C2CCCN(S(=O)(=O)c3ccc4c(c3)oc(=O)n4C)C2)n1 (stereo not drawn)	-5	3	-4	2	7	11	4	0
13	Cc1cc([N+](=O)[O-])nn1CC(=O)N/N=C/c1ccc(O)cc1O	-34	2	8	-49	-6	-10	10	-10
14	CCOC(=O)C(=O)Nc1nc(-c2ccc3c(c2)CCN3C(=O)C2CC2)c(C)s1	-13	-2	6	8	9	12	-31	11
15	CCOC(=O)CSc1nc(N2CCOCC2)c2c(c1C#N)CC(C(C)C)OC2 (stereo not drawn)	13	0	1	1	-4	11	-40	16
16	CCS(=O)(=O)N1CCN(c2ccccn2)CC1	16	0	0	7	-1	-1	-10	-4
17	O=S(=O)(c1cc(Cl)ccc1Cl)N1CCN(c2ccccn2)CC1	-9	0	9	-1	-2	-4	10	8
18	NC(=O)C1CCN(C(=O)c2cnn(-c3ccccc3)c2NC(=O)c2ccco2)CC1	23	3	-3	-6	4	-4	5	29
19	COc1ccc(CN2C(=O)c3cccnc3C2=O)cc1S(=O)(=O)NCc1ccccc1	1	4	15	-1	-6	-6	23	-9
20	Cc1ccc(C(=O)COC(=O)C(C)N2C(=O)C3C4CCC(C4)C3C2=O)cc1C (stereo not drawn)	-7	1	8	-4	-16	-18	10	11
21	CCOCCCNC(=S)NCCc1ccccc1	-10	2	-17	-8	-11	-10	6	9
22	COCCN1C(=O)c2ccccc2C(C(=O)NCCN(C)C)C1c1ccc(F)cc1 (stereo not drawn)	-22	0	5	-5	6	5	14	-1
23	Cc1ccc(/C=N/NC(=O)c2ccoc2C)s1	2	0	85*	-8	74*	88*	6	5
24	CCOc1cccc(NC(=O)/C(C#N)=C\c2cn(CC(=O)O)c3ccccc23)c1	-19	-90	-1	11	-6	16	-93	15
25	O=C(Cc1c(C(=O)O)[nH]c2ccccc12)NCCN1CCN(c2ccccc2F)CC1	6	1	-7	-6	-11	0	1	7
26	Cc1ccc(S(=O)(=O)N(C)CC(=O)OCC(=O)c2c(N)n(C)c(=O)n(C)c2=O)cc1	-14	0	2	-9	3	2	29	15
27	CCc1cc(S(=O)(=O)N2CCN(C(=O)c3ccco3)CC2)ccc1OC	-1	-1	-3	-6	12	9	9	-3
28	Cn1cnc([N+](=O)[O-])c1Sc1ncn[nH]1	-2	1	-3	1	5	8	16	5
29	CC(C)C(NC(=O)c1ccccc1)C(=O)OCn1nnc2ccccc2c1=O (stereo not drawn)	-16	5	16	-1	-12	7	15	-3
30	O=C(NCc1ccccc1Cl)NC(=O)c1ccccc1	1	0	-6	9	-7	-11	2	-2

(more compounds)
cpd	Structure	PfG6PD inh	SENP1 inh	SENP7 block	HKDC1 inh	SENP8 block-2	SENP6 inh	SENP8 block-1	Apaf1 inhib
31	COc1ccc(N2C(=O)CCC(C(=O)Nc3ccccn3)C2c2ccc(OC)c(OC)c2)cc1 (stereo not drawn)	-7	0	10	-3	-5	-4	16	5
32	CCO[C@H]1OC(C(=O)N2CCN(C)CC2)=C[C@@H](C2CC2)[C@@H]1CCCO	-5	2	-3	-4	4	6	8	-7
33	CCOc1ccc(S(=O)(=O)N2CCCC(C(=O)NCc3cccnc3)C2)cc1 (stereo not drawn)	14	0	-4	-4	0	8	10	-3
34	CS(=O)(=O)N(Cc1nc(-c2ccc(F)cc2)no1)c1ccccc1Cl	-1	1	4	7	-7	-11	-2	9
35	CC(C)(C)N(Cc1ccccc1)C(=O)COC(=O)CNC(=O)c1ccco1	0	0	9	-9	-5	-20	6	-2
36	Cn1c(-c2ccc(Cl)nc2)nc2cc(Cl)ccc21	49	1	-12	5	-6	-15	-29	10
37	COC(=O)c1ccc(C)c(NC(=O)CCSc2ccc(Cl)cc2)c1	5	-3	0	-3	5	10	14	3
38	CC(=O)Nc1cccc(NC(=O)CSc2nccn2Cc2ccco2)c1	5	-1	2	5	-1	10	0	11
39	COc1ccc(C(=O)NNC(=O)c2ccccn2)cc1	13	7	100*	-12	97*	99*	8	0
40	O=C(CNC(=O)[C@@H]1Cc2ccccc2CN1)Nc1ccc2c(c1)OCCO2	12	2	3	1	5	1	4	-3
41	COc1ccc(/C=C2/SC(=S)N(NS(=O)(=O)c3ccccc3)C2=O)cc1	-1	1	6	7	10	27	20	10
42	Cc1cc(C)nc(N2CCCC(C(=O)NCc3ccccc3)C2)n1 (stereo not drawn)	1	-2	1	-4	-3	-9	-13	5
43	CCN1CCCC1CNC(=O)c1cc2c(OC)c(OC)c(OC)cc2[nH]1 (stereo not drawn)	-3	-4	-14	-2	-6	-30	-176	7
44	Cc1ccc2nsnc2c1NC(=O)c1sc2ccccc2c1Cl	-12	-15	-3	10	-1	5	-426	1
45	CCn1c(C)nc2cc(C(=O)N/N=C(\C)c3ccc(N4CCOCC4)cc3)ccc21	0	0	-3	-10	-2	-8	-247	1
46	CCN(CC(=O)NC(C)C)C(=O)c1ccc(S(=O)(=O)N(C)c2ccccc2OC)cc1	-3	-1	9	1	-3	-10	15	-11
47	CN(CCOc1ccccc1)CC(O)COc1ccccc1 (stereo not drawn)	-6	0	-7	-7	-5	-12	1	8
48	O=C(Nc1ccc(F)c(Cl)c1)c1nsc(Cl)c1Cl	8	-2	96*	-5	91*	93*	15	-16
49	O=C(O)CCC(=O)N1CCN(S(=O)(=O)c2ccc3ccccc3c2)CC1	-27	1	6	3	-3	-8	10	-3
50	COc1cc(OC)nc(N/N=C(\c2ccccc2)c2ccncc2)n1	2	1	2	-5	-1	-1	6	-8
51	CCOC(=O)c1ccc(NC(=O)NC2CCN(CC(=O)NCc3ccc4c(c3)OCO4)CC2)cc1	-8	2	2	-4	-11	2	9	-4
52	CCCCN(C(=O)c1cc(-c2ccco2)nc2ccccc12)c1c(N)n(CCC)c(=O)[nH]c1=O	11	-1	-6	9	-7	-2	-150	3
53	COc1cc2c(cc1OC)C1=NC(=O)CN1C(SCc1ccccc1)=N2	22	-16	9	9	8	-1	-433	6
54	CCc1ccc(/C=C2/C(=O)NC(=O)N2C(C)=O)cc1	-34	-2	-14	2	-18	-22	10	8
55	CN(C)CCCNc1ncnc2oc(-c3ccccc3)c(-c3ccccc3)c12	-1	3	1	1	-2	-4	-262	11
56	Cc1cnc(C(=O)OCC(=O)N(C)CC(=O)Nc2ccccc2Cl)cn1	8	1	-3	-4	-4	1	6	-5
57	Cn1c(SCc2ccc([N+](=O)[O-])cc2)nnc1-c1ccncc1	3	-1	5	-2	-1	-3	17	-3
58	CC(=O)C1=C(O)C(=O)N(c2ccc(O)cc2)C1c1ccccc1Cl (stereo not drawn)	-18	0	3	4	7	3	-44	-5
59	COc1ccc(C(=O)COC(=O)c2ccc(N(C)C)cc2)cc1	-2	0	4	-6	0	0	18	-4
60	Cc1cccc(-c2nc(C#N)c(N3CCCCCC3)o2)c1	1	2	-2	0	-4	-9	-279	5

In another format: entries from further up
#55 CN(C)CCCNc1ncnc2oc(-c3ccccc3)c(-c3ccccc3)c12
#34 CS(=O)(=O)N(Cc1nc(-c2ccc(F)cc2)no1)c1ccccc1Cl
#52 CCCCN(C(=O)c1cc(-c2ccco2)nc2ccccc12)c1c(N)n(CCC)c(=O)[nH]c1=O

| assay / compound | 55 | 34 | 52 |
| --- | --- | --- | --- |
| PfG6PD inh | -1 | -1 | 11 |
| SENP1 inh | 3 | 1 | -1 |
| SENP7 block | 1 | 4 | -6 |
| HKDC1 inh | 1 | 7 | 9 |
| SENP8 block-2 | -2 | -7 | -7 |
| SENP6 inh | -4 | -11 | -2 |
| SENP8 block-1 | -262 | -2 | -150 |
| Apaf1 inhib | 11 | 9 | 3 |

Continuation.
cpd	Structure	PfG6PD inh	SENP1 inh	SENP7 block	HKDC1 inh	SENP8 block-2	SENP6 inh	SENP8 block-1	Apaf1 inhib
61	COC(=O)c1cccc(-n2c(=O)n(Cc3ccccc3)c(=O)c3[nH]cnc32)c1C	-14	-1	7	2	3	17	22	0
62	CN(C)C(CNC(=O)c1cc(S(=O)(=O)N(C)c2ccccc2)ccc1Cl)c1ccccc1 (stereo not drawn)	-6	2	-9	-4	-10	-21	18	3
63	Cc1ccccc1OCc1nnc(SCC(=O)O)n1-c1ccccc1	-25	1	0	-1	10	4	8	4
64	O=C(NNc1cc(Cl)cc(Cl)c1)c1cccs1	16	1	-3	4	-2	-25	22	2
65	O=C(NNC(=S)Nc1ccc(Cl)c(Cl)c1)c1cccc([N+](=O)[O-])c1	-19	3	-7	-4	25	44	26	-10

Compounds were not picked by outcome, and some 3.6% of all compounds hit somewhere here.
